Source: PubChem BioAssay
Ins promoter up: insulin promoter activators in MIN6 cells, imaging, high-content screening, mouse beta cells; z-score at 5 µM; 190,000 compounds, 0.3% hits; MIN6 insulin promoter-GFP reporter; hits give high values;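 active means z-score above 3 at 5 µM with at least 500 cells counted in the well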
PMI inhibition: human PMI inhibitors, high substrate, primary screen, biochemical, fluorescence intensity, high mannose 6-phosphate (AID 1220); 190,000 compounds, 0.66% hits; one-dose inhibition, % at 20 µM; IC50 in µM for titrated hits; recombinant PMI enzyme, coupled fluorescence intensity; higher % means a stronger effect
Hep lipid drop: inhibitors of hepatocyte lipid droplet formation, primary screen, imaging, high-throughput imaging, BODIPY stain; AML12 mouse hepatocytes, oleate lipid droplets; inhibition, % at 6.5 µM; AID 1656, 2009; 240,000 compounds, 0.4% hits;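 active means lipid droplet intensity inhibited by at least 50%, with more than 500 cells counted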
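Assay system: AML12 hepatocytes (mouse) / Also added: 100 µM oleic acid challenge / Times: overnight treatment with compound plus oleate / Detection: high-content imaging of BODIPY-stained droplets and DAPI nuclei / Evaluation: % inhibition of lipid droplet signal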
PMI inhibitors: inhibitors of human PMI, primary screen, biochemical, fluorescence intensity, coupled assay (AID 1209). purified PMI enzyme, coupled fluorescence intensity; higher % means a stronger effect. Mannose-6-phosphate isomerase (Homo sapiens). 190,000 compounds, 0.42% hits. inhibition, % at 20 µM; hits with a dose series show IC50 in µM;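 further: plate controls were DMSO vehicle for no effect and wells lacking substrate for full effect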
TNAP activators: human TNAP enzyme activators, primary screen, biochemical, luminescent, no phosphate acceptor, uHTS (AID 1001); Alkaline phosphatase, tissue-nonspecific isozyme (Homo sapiens); purified TNAP, luminescent activation assay, no phosphate acceptor; higher activation fold means a stronger effect; one-dose activation fold at 20 µM; EC50 in µM for titrated hits; 200,000 compounds, 0.03% hits; in the data active means activation fold from about 3, or a potency from the dose series; inactive means the rest, 99 in 100 with activation fold below about 1.6; further: many of its hits are not listed in these tables
MT stabilize HCS: microtubule stabilizers in HeLa cells, primary screen, imaging, high-content imaging; HeLa tubulin immunostaining HCS, 24 h; share of cells brighter than vehicle mean+2SD; % tubulin-high responders, % at 10 µM; 200,000 compounds, 0.83% hits;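 active means plate Z-score above 3 for both tubulin-high and condensed-nucleus cell shares, with cell loss under 80%, at 10 µM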;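 further: anti alpha tubulin signal scored within the nucleus-defined area of each cell; some results filed as inactive read as strong as hits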
T cell HTS: modulators of CD8 T cell-vesicle binding, primary screen, mouse 2C CD8+ T cells, flow cytometry; 2C CD8+ T cell-vesicle binding; hits give low values; calls only at 7 µM; AID 2052, 2009; 330,000 compounds, 0.068% hits;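 active means response, share of CD8 T cells binding vesicles, and their 90th percentile fluorescence all below set limits, cut at about 80% in these data, passing the limit was not always enough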
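Assay system – 2C mouse CD8+ T cells · Also added – QL9-loaded Drosophila micro-vesicles · Timing – Cell–vesicle co-incubation 1.5 h at 37 °C, staining 20 min on ice · Signal – flow cytometry of vesicle-bound cells · Measure – percent CD8+ FL2 mean versus row control · Controls – Peptide-free naked vesicles (low) and QL9 vesicles with 0.7% DMSO vehicle (high)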
Autophagy HCS: autophagy modulators in MEF cells, primary screen, imaging, high-content, MEF GFP-LC3. calls only at 10 µM (by protocol). MEF GFP-LC3 puncta imaging; test concentration mostly 10 µM. 190,000 compounds, 0.98% hits;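 active means percentage of spot-positive cells more than 3 SD above its plate mean, without a fluorescence outlier flag or 80% toxicity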;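 further: spot-positive cell cutoff set from DMSO-treated cells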
bCat nuc transl: modulators of beta-catenin nuclear translocation, primary screen, imaging, HeLa cells, immunofluorescence, high-content; nuclear translocation activity, % at 5 µM; 190,000 compounds, 0.3% hits;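 active means nuclear translocation activity above 50% at 5 µM, with a well cell count of 50 or more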;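 further: per-cell ratio of nuclear to cytoplasmic median beta-catenin stain intensity; plate controls were DMSO negative control for no effect and GSK-3 inhibitor IX positive control for full effect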
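Test system: human HeLa cells, native beta-catenin. Compound dosing: 5 µM primary single dose, 0.1% DMSO, 0.02–20 µM confirmation series. Incubation: compound exposure 24 h at 37°C. Detection: beta-catenin immunostaining with DAPI counterstain, 20x imaging, 6 fields/well. Read-out basis: Nuclear/cytoplasmic beta-catenin signal ratio, % activation.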
Ins promoter up cell count: recorded beside Ins promoter up, whose call it bears; cell count; measured here: cytotoxicity, nuclei count;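 total cells summed across four imaged fields per well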
Hep lipid drop cells 6.5 µM: second read-out of Hep lipid drop, no call of its own (marks repeat the call); cell count; measured here: cell count, cytotoxicity flag;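 cells counted across two imaged fields per well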
bCat nuc transl cell count 5 µM: recorded beside bCat nuc transl, whose call it bears; cell count; measured here: cell count, cytotoxicity flag
T cell HTS vesicle-bound %: recorded beside T cell HTS, whose call it bears; double positive events, %; measured here: CD8+ vesicle-bound cell fraction;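 binding gate set so that unloaded-vesicle control wells show 10% double positive cells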
MT stabilize HCS Hoechst-high %: second read-out of MT stabilize HCS, no call of its own (marks repeat the call); % Hoechst-high responders; measured here: nuclear condensation Hoechst responders;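 share of cells brighter than vehicle mean plus two SD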
MT stabilize HCS cytotoxicity %: further read-out of MT stabilize HCS, marked with its call; toxicity, %; measured here: cytotoxicity by cell density;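 0% = mean cell density of plate MIN control wells and 100% = no cells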
Autophagy HCS cell loss 18 h: further read-out of Autophagy HCS, marked with its call; toxicity, %; measured here: cell loss, nuclei count;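 cell loss after 18 h compound exposure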
An asterisk follows results filed as active; i = inactive; x = not tested or not shown. Unless noted, no stated cut-off is given here; in the data, active means inhibition above about 50%; inactive means the rest.

SMILES	Ins promoter up	Ins promoter up cell count	PMI inhibition	Hep lipid drop	Hep lipid drop cells 6.5 µM	PMI inhibitors	TNAP activators	MT stabilize HCS	MT stabilize HCS Hoechst-high %	MT stabilize HCS cytotoxicity %	T cell HTS	T cell HTS vesicle-bound %	Autophagy HCS	Autophagy HCS cell loss 18 h	bCat nuc transl	bCat nuc transl cell count 5 µM
Cc1nnc2ccc(-c3cccc(NS(C)(=O)=O)c3)nn12	0.59	1191	-20%	-4	700	-28%	1	2.5	1.3	6.6	i	72	i	2	-1.9	1077
C/C(=N\NC(=O)CCCC(=O)O)c1c(-c2ccccc2)c2cc(Cl)ccc2[nH]c1=O	2.1	1166	x	3	708	x	x	x	x	x	i	44	x	x	-0.1	1346
COc1ccc(Cn2c(=O)[nH]c3cc(C(=O)NCCCOC(C)C)ccc3c2=O)cc1	-0.23	1164	-2%	0	680	-8%	1.1	1.7	2.2	3.6	i	49	i	10	0.2	1094
O=C(c1noc2c1CCc1ccccc1-2)N1CCc2ccccc2C1	0.45	1127	8%	2	789	18%	1	4.1	1.8	0.7	x	x	i	17	0.2	940
CC(NC(=O)c1ccc(Br)o1)c1ccccc1 (stereo not given)	-0.07	1448	-4%	22	688	-2%	1.1	1.7	1.2	6.9	i	40	i	-5	0.5	1497
CSc1nc2ccc(NC(=O)c3c(F)cccc3F)cc2s1	-0.11	1301	3%	-12	626	2%	1.4	2.5	3.3	0.7	i	29	i	-1	0.5	1093
O=C(c1cccc2ccccc12)C1CCCN(C(=O)C2CCOCC2)C1 (stereo not given)	-0.12	1101	x	6	729	x	x	x	x	x	i	28	x	x	0.4	1366
COc1ccc(S(=O)(=O)Nc2ccc(S(=O)(=O)N3CCOCC3)cc2)cc1	-0.41	926	-3%	x	x	-6%	1.1	7.9	2.3	6.0	i	49	i	1	0.6	1166
COC(=O)C1CCN(c2cc(=O)n(C3CCCCC3)c(=O)[nH]2)CC1	-0.71	1557	4%	x	x	-4%	1.1	4.3	2.3	5.8	i	32	i	12	-1.5	1313
COc1ccc(-c2csc(NC(=O)c3ccc(N4C(=O)CCC4=O)cc3)n2)cc1	-0.62	1475	-1%	0	701	-2%	1.1	2.4	1.7	6.4	i	2	i	23	-4.3	1093
CCc1nc2ccccc2[nH]1	x	x	-2%	19	784	2%	1.1	4.0	2.6	9.6	i	52	i	12	x	x
Cc1ccc(OCC(=O)NNC(=O)CCc2ccccc2)cc1	x	x	5%	x	x	3%	1.1	4.3	1.2	7.1	i	30	i	-27	x	x
COc1ccc(-n2c(=O)[nH]cc(C(=O)Nc3ccc4c(c3)OCCO4)c2=O)cc1	0.04	1538	1%	x	x	6%	1	7.2	1.4	7.0	i	32	i	-8	-1.8	1332
Cc1cc(-c2nnc(-c3cc4ccccc4oc3=O)o2)c(C)n1-c1ccccc1	-1.3	1012	4%	x	x	-2%	0.9	2.3	1.8	0.5	i	50	i	-5	-2.0	715
CC(C)=N/N=C(\c1cccc([N+](=O)[O-])c1)C12CN3CN(CN(C3)C1)C2	0.12	1288	4%	-2	589	-3%	1.1	1.6	4.3	3.9	i	46	i	-7	-4.0	592
CCCCC(CC)CNC(=O)c1cc2ccccc2c(=O)o1 (stereo not given)	0.13	1187	8%	1	717	8%	1.1	2.5	2.6	1.4	i	25	i	-10	x	x
CCC(CC)C(=O)Nc1cccc(C(=O)Nc2nccs2)c1	-1.3	1387	-6%	x	x	-6%	1.1	2.4	0.7	2.2	i	43	i	5	-1.4	899
O=C(COC(=O)c1cccc(C(=O)OCC(=O)c2ccc(Br)cc2)n1)c1ccc(Br)cc1	1.1	802	0%	0	825	3%	1	1.8	1.4	7.8	i	27	i	-4	-6.7	1074
Cc1ccn2c(Nc3ccccc3C)c(-c3ccncc3)nc2c1	0.44	1378	11%	-1	451	18%	1	1.8	1.9	11	i	49	i	1	-0.8	964
COc1ccc(COc2ccccc2C(=O)NCc2ccccc2)cc1F	0.73	1234	2%	5	439	17%	1.1	1.7	3.3	14	i	41	i	13	-0.1	964
Cc1cc2c(cc1C)NC(c1ccccn1)C1=C(CC(C)(C)CC1=O)N2 (stereo not given)	0.28	1208	-4%	-24	652	5%	1.1	3.1	2.3	6.4	i	4	i	4	0.8	1090
COC(=O)c1cnn(-c2ccccc2)c1N	0.57	1007	x	1	735	x	x	x	x	x	i	42	x	x	-1.0	1370
Cc1ccc(S(=O)(=O)c2ccc(Cl)cc2)cc1S(=O)(=O)NC(C(=O)O)C(C)C (stereo not given)	-0.03	1254	1%	0	649	-1%	1.1	2.7	3.3	7.3	i	33	i	-5	0.0	989
O=C(CN1C(=O)NC2(CCCCC2)C1=O)Nc1ccc2c(c1)CCC2	0.39	1309	0%	3	685	-10%	1.1	2.2	1.7	5.3	i	19	i	-34	-0.9	1199
Cc1ccc(CCNC(=O)C2CCN(S(=O)(=O)c3ccc4c(c3)CCC(=O)N4)CC2)cc1	0.01	1465	11%	16	672	11%	1.1	2.6	2.1	7.8	i	44	i	12	-1.5	1065
Cc1ccc(OCC(=O)NCC2CCCO2)c(C)c1 (stereo not given)	-0.27	1481	7%	-24	702	10%	1	1.9	1.3	5.9	i	29	i	2	-0.8	1012
Cc1nc(NC(=S)NC(=O)c2ccccc2)sc1C(=O)N(C)C	-0.45	1065	-8%	-1	777	-8%	1	2.1	1.1	6.3	i	15	i	31	-6.1	1267
O=C(Nc1ccccc1N1CCCCC1)c1ncoc1-c1cccc(F)c1	-0.02	1052	x	-1	673	x	x	x	x	x	i	43	x	x	0.1	1299
CC(=O)N(Cc1ccc(F)cc1)c1cccc(C)c1C	0.11	1370	12%	-6	732	8%	1.1	2.0	1.8	5.0	i	51	i	13	-0.2	1499
CCC(=O)NNc1nc2c(Cl)cccc2s1	0.86	1675	10%	11	662	8%	2.5	2.4	2.1	11	i	27	i	28	-4.1	1140

Looked up by compound from above:
SMILES	Ins promoter up	Ins promoter up cell count	PMI inhibition	Hep lipid drop	Hep lipid drop cells 6.5 µM	PMI inhibitors	TNAP activators	MT stabilize HCS	MT stabilize HCS Hoechst-high %	MT stabilize HCS cytotoxicity %	T cell HTS	T cell HTS vesicle-bound %	Autophagy HCS	Autophagy HCS cell loss 18 h	bCat nuc transl	bCat nuc transl cell count 5 µM
Cc1cc2c(cc1C)NC(c1ccccn1)C1=C(CC(C)(C)CC1=O)N2 (stereo not given)	0.28	1208	-4%	-24	652	5%	1.1	3.1	2.3	6.4	i	4	i	4	0.8	1090
Cc1nc(NC(=S)NC(=O)c2ccccc2)sc1C(=O)N(C)C	-0.45	1065	-8%	-1	777	-8%	1	2.1	1.1	6.3	i	15	i	31	-6.1	1267
O=C(CN1C(=O)NC2(CCCCC2)C1=O)Nc1ccc2c(c1)CCC2	0.39	1309	0%	3	685	-10%	1.1	2.2	1.7	5.3	i	19	i	-34	-0.9	1199
Cc1ccn2c(Nc3ccccc3C)c(-c3ccncc3)nc2c1	0.44	1378	11%	-1	451	18%	1	1.8	1.9	11	i	49	i	1	-0.8	964

Further records:
SMILES	Ins promoter up	Ins promoter up cell count	PMI inhibition	Hep lipid drop	Hep lipid drop cells 6.5 µM	PMI inhibitors	TNAP activators	MT stabilize HCS	MT stabilize HCS Hoechst-high %	MT stabilize HCS cytotoxicity %	T cell HTS	T cell HTS vesicle-bound %	Autophagy HCS	Autophagy HCS cell loss 18 h	bCat nuc transl	bCat nuc transl cell count 5 µM
O=C(N/N=C/c1ccc(OC2CSC2)cc1)c1ccc(CN2CCOCC2)cc1	0.25	1220	-13%	22	631	-7%	1.1	1.0	1.0	1.6	i	56	i	18	-1.2	1071
c1ccc(Cn2ncc3ccccc32)cc1	0.31	1188	-2%	-21	664	-2%	1	2.5	2.1	6.4	i	31	i	-12	-2.9	1222
CCc1cccc(Nc2cc(C)nc3nc(C)nn23)c1	0.29	1103	-4%	7	729	-5%	1	2.7	1.6	8.3	i	60	i	3	1.7	1011
CCCOc1ccc(N2C(=O)CC(N(CCc3ccc(OC)cc3)C(=O)c3ccccc3)C2=O)cc1 (stereo not given)	-0.03	1104	x	-3	706	x	x	x	x	x	i	29	x	x	0.3	1249
COc1ccc(OC)c(C(=O)c2ccc(C(=O)c3cc(OC)ccc3OC)cc2)c1	-1.9	775	0%	0	773	6%	1	2.5	1.2	3.5	i	55	i	-3	-1.4	1166
COc1ccccc1N1CCN(C(=O)c2c(-c3ccccc3Cl)noc2C)CC1	0.07	1132	3%	x	x	-2%	1.1	16	9.2	26	i	30	i	9	6.9	838
CCOC(=O)C1(Cc2cccc(F)c2)CCN(CC2CC2)CC1	0.14	1483	9%	8	648	12%	1.1	1.7	2.2	1.9	i	13	i	1	-0.5	1476
CCN(CC)c1ccc(S(=O)(=O)N2CCOCC2)cc1NC(=O)CN1CCc2ccccc2C1	0.39	1351	3%	-11	713	6%	1.2	1.6	1.2	3.3	i	63	i	-36	-0.1	1465
C=C(C)C(=O)NNc1ccccc1	-1.1	1271	-23%	-3	702	-50%	0.9	3.5	1.8	7.2	i	55	i	8	-0.6	1063
Clc1ccccc1Nc1c2c(nc3ncnn13)CCC2	-0.93	1513	3%	x	x	2%	1.1	4.2	2.8	1.2	i	41	i	4	x	x
O=C(CC1C(=O)NCCN1Cc1ccc(F)cc1)NCCCn1cccn1 (stereo not given)	x	x	x	11	752	x	1.1	1.4	1.1	9.0	i	63	i	-2	-0.9	1581

No enrichment for hits; about 2.9% have a hit in one of these screens.
